Screening data deposited in PubChem BioAssay by several laboratories.
SIAE inh: inhibitors of human sialic acid acetylesterase SIAE. Q9HAT2. SIAE FP-Rh probe binding, fluorescence polarization. inhibition, % at 9.66 µM. 0.69% of 370,000 active;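 active = inhibition above a cutoff: mean of compounds within the control limits plus 3 SD of those, cut at about 17% in these data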;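 also: 0% = plate median of compound wells and 100% = probe without SIAE protein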
NR1D1 modulator: modulates human Rev-erb alpha binding to DNA | 0.79% of 370,000 active | activity, % at 10 µM | Rev-erbα–FITC-DNA binding, fluorescence polarization, 90 min | P20393;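 active = activity above about 14%, limit read from the data; passing the limit was not always enough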;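 also: 0% = DMSO wells with 35 nM protein and 100% = DMSO wells with 750 nM protein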
rCAG RNA binder: molecules binding r(CAG) RNA repeats | r(CAG) RNA repeat, TO-PRO-1 dye displacement fluorescence | inhibition, % at 3 µM | 1.3% of 370,000 active | AID 651821;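 active = inhibition above the plate cutoff, the mean of all test compounds on that plate plus 3 SD, cut at about 35% in these data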;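 also: 0% = DMSO alone and 100% = 100 µM mitoxantrone as full dye displacement; higher means more dye released from RNA so lower well fluorescence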
PRMT1 FP inh: blocks human protein arginine methyltransferase 1 | recombinant PRMT1, activity-based probe fluorescence polarization | Q99873 | AID 652257 | inhibition, % at 2.79 µM | 1.3% of 370,000 active;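 active = inhibition above about 21% made by adding two undisclosed values, limit read from the data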
Target sequence (Q99873 whole entry, looked up): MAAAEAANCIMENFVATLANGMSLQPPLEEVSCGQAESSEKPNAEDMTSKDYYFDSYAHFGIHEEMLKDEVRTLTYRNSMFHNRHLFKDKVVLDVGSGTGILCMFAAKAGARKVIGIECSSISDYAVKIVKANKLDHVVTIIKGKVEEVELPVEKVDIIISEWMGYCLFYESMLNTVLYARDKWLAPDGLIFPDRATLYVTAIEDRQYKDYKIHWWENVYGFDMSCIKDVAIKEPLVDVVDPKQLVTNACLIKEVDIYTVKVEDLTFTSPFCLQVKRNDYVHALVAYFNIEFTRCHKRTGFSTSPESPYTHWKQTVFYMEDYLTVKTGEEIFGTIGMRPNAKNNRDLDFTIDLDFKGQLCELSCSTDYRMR
PG9 binder: small molecules binding HIV-1 gp120 antibody PG9; inhibition, % at 6.7 µM; TR-FRET gp120-PG9 antibody binding; 0.43% of 360,000 active; in the data active = inhibition above about 8.5%
mABHD4 FP: inhibitors of mouse ABHD4. Q8VD66. purified mABHD4, FP-Rh probe fluorescence polarization. inhibition, % at 8.92 µM. 0.54% of 370,000 active;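 active = inhibition exceeding the mean over every tested compound plus 3 SD, cut at about 30% in these data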;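 also: 0% = plate median of compound wells and 100% = S159A mutant with DMSO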
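Assay system: mouse ABHD4 enzyme, wild type / Also added: fluorescent activity-based probe FP-Rh / Doses: single nominal dose of 8.92 µM, 0.89% DMSO final / Timing: 45 min compound pre-incubation plus 60 min probe step, 25 °C / Signal: FP readout, ex 525 nm / em 598 nm / Control set: S159A mutant/DMSO as 100%, compound-well median as 0%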
LEDGF integ inh: blocks HIV-1 LEDGF/p75-dependent DNA integration. TR-FRET IN-LEDGF/p75 DNA integration, Eu/Cy5. inhibition, % at 3.7 µM. 0.64% of 370,000 active. AID 743269;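 active = inhibition above the screen-wide mean plus 3 SD, cut at about 13% in these data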;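 also: signal is the Cy5 over europium emission ratio at 671 and 618 nm; 0% = plate median of compound wells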
TCR CD3 inh: inhibitors of human TCR-CD3 interaction; TAMRA-labeled TCR probe fluorescence, biochemical; inhibition, % at 9.4 µM; 0.37% of 360,000 active; AID 651800; in the data active = inhibition above about 19%;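 also: recombinant mutant TCR 2C K166C tagged with TAMRA read by polarization; 0% = receptor in buffer alone and 100% = receptor with positive control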
TDP2 absorb: blocks human TDP2 phosphodiesterase activity. inhibition, % at 12.8 µM. recombinant TDP2, T5PNP hydrolysis, p-nitrophenol absorbance 415 nm. 0.34% of 370,000 active. AID 720702;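 active = inhibition above the mean of all tested compounds plus 3 SD, set per campaign, cut at about 25% in these data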;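 also: 0% = DMSO with enzyme and 100% = buffer with substrate but no TDP2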
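Assay system: recombinant human TDP2 / Reagent: T5PNP substrate at 5 mM, a TopII-DNA adduct mimic / Measured by: epi absorbance from released p-nitrophenol / Evaluation: % inhibition relative to enzyme-containing and enzyme-free wells / Control set: enzyme-free and DMSO wells / Replicates: each compound tested once, singlicate / Schedule: enzyme reaction with compound for 2 h at 37 °C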
HTRA1 inhibitor: HTRA1 (human) protease inhibition; AID 504803; 0.5% of 340,000 active; recombinant HTRA1, FP-rhodamine activity-based probe, fluorescence polarization; Q92743; inhibition, % at 5.96 µM; in the data active = inhibition above about 36%;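 also: 0% = enzyme with DMSO and 100% = wells lacking enzyme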
Target sequence (Q92743 whole entry, looked up): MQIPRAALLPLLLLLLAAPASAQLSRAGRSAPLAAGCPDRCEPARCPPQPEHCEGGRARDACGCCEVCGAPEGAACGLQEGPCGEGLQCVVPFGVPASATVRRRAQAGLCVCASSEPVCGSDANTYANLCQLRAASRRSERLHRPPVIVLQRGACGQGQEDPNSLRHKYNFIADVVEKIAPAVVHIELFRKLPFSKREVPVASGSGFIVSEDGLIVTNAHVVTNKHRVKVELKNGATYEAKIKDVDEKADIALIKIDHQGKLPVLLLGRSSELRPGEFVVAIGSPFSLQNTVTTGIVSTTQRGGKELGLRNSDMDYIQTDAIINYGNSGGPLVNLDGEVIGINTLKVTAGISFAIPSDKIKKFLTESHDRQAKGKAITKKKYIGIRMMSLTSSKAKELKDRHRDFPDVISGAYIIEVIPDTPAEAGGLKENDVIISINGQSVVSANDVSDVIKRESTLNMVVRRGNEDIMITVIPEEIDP
Active calls of the source: *; · = no result given; & = joins results of further samples.

Sequence of screens – SIAE inh	NR1D1 modulator	rCAG RNA binder	PRMT1 FP inh	PG9 binder	mABHD4 FP	LEDGF integ inh	TCR CD3 inh	TDP2 absorb	HTRA1 inhibitor
> CCOP(=S)(OCC)Oc1cc(C)oc(=O)c1
  13	-3	4	6	-1.4	4	2	9	0	5
> Oc1ccc(/C=N/NP(=S)(c2ccccc2)c2ccccc2)c(O)c1O
  -1	3	37*	12	1.5	28	-2	6	1	75*
> C[C@]12CCC3C(CC[C@H]4C[C@@H](O)CC[C@]34C)C1C[C@@H](N)[C@@H]2O (stereo not given in full)
  -4	-6	4	-5	-2.3	1	6	4	5	-7
> CCCCCn1c(=O)c(C(=O)Nc2nc3ccccc3[nH]2)c(O)c2ccccc21
  -2	4	2	-3	0.0	-2	0	-3	3	5
> COC(=O)C1=C(c2ccc(F)cc2OCc2ccccc2)C[C@@H]2CC[C@H]1N2C(=O)NCc1ccc(C(F)(F)F)cc1
  -15	6	-1	4	-2.4	-24	3	8	0	-45
> CCCCCCCSc1cc(OC)c(CCN(C)C)cc1OC
  7	-3	-3	-3	-1.4	32*	0	9	-8	21
> CCOP(=O)(/C=C(\Cl)c1ccccc1)C(O)c1ccc(F)cc1 (stereo not given)
  0	-1	-5	-2	-0.5	-3	1	-2	14	-1
> CCN(C(=O)COC(=O)c1cn(C)c2ccccc12)c1ccc(F)cc1
  4	-6	-2	-1	-0.7	2	7	8	7	-6
> Nc1c(C(=O)NCc2ccco2)c2nc3ccccc3nc2n1CCN1CCOCC1
  6	3	5	15	-1.7	7	4	-3	-3	-10
> CC(C)CCn1c(=O)c(C(=O)NCc2ccc3c(c2)OCO3)c(O)c2ccccc21
  -6	3	3	0	0.2	1	-4	6	-4	3
> CCOCCCNC(=O)CN1C2CCC1CC(O)(c1ccc(OC)cc1)C2 (stereo not given)
  3	-4	-7	2	-0.1	0	-1	-8	-6	12
> COc1ccc(C(=O)C2CCCN(Cc3cnc(C)s3)C2)c(OC)c1 (stereo not given)
  1	6	-4	2	-1.8	-7	6	-2	-9	3
> O=[N+]([O-])c1cc2c(cc1CNCCc1ccc3c(c1)OCO3)OCO2
  10	4	6	2	-2.2	21	5	5	4	11
> COC(=O)C1=C(c2ccc(Cl)c(C(F)(F)F)c2)C[C@@H]2CC[C@H]1N2C(=O)N1CCC(O)(c2ccc(Cl)cc2)CC1
  -5	0	5	3	-2.5	-24	0	-1	-8	-45
> CC1CCN2c3nc4ccccn4c(=O)c3CC3(C(=O)N(C)C(=O)N(C)C3=O)C2C1 (stereo not given)
  4	-3	-6	-1	-1.5	-1	1	1	2	-9
> COc1cccc(C(=O)C2CN(C)CC2c2ccc(Cl)cc2)c1 (stereo not given)
  2	-1	-7	4	0.4	2	1	4	4	0
> Cn1cc(C(=O)OCC(=O)Nc2ccccc2Cl)c2ccccc21
  -1	-2	-2	6	1.8	-12	0	-9	-5	-7
> CC1C(=O)CC2(C(C)C)CC12 (stereo not given)
  -2	5	1	-6	-0.1	4	1	4	-13	·
> CCCCn1c(O)c(C(C)=NCc2cc(OC)cc(OC)c2)c(=O)[nH]c1=O
  -5	1	-6	1	1.1	3	0	0	-2	-13
> CC[C@H](C)[C@@H](C(=O)N1CCCC1c1nccs1)N(C)C(=O)[C@H](CC(C)C)N(C)C(=O)[C@H](Cc1ccc(OC)cc1)N(C)C(=O)/C=C(\C)OC (stereo not given in full)
  0	4	2	-2	1.1	3	4	7	-6	-7
> CCN(CC)N=O
  6	0	0	6	0.1	2	-1	-5	3	8
> CC(=O)Nc1cc(C(=O)N2CCC3(CC2)OCCO3)ccc1Sc1ccc(F)cc1
  -5	0	-7	-2	0.1	0	0	2	-8	5
> C=CCn1c(O)c(C(C)=NCCCO)c(=O)[nH]c1=O
  -3	-2	2	1	-0.9	-16	-3	-4	-2	1
> Nc1ccc(N=Nc2ccccc2)cc1
  2	8	-2	4	-0.6	-1	-2	-9	1	10
> O=C1CN=C(c2cc([N+](=O)[O-])ccc2Cl)c2cc([N+](=O)[O-])ccc2N1
  4	-2	-2	1	-2.5	2	1	11	-5	10
> Cc1ccc(-n2c(C)nc3cc(Cl)ccc3c2=O)nc1
  -1	2	0	-2	-0.8	4	2	7	5	4
> C=CCn1c(O)c(/C(C)=N/NC(=S)Nc2ccccc2)c(=O)[nH]c1=O
  3	7	37*	13	-0.9	5	-3	2	6	-3
> COc1ccc(C(=O)CN2CCCCC2)cc1
  1	·	-2	3	1.1	5	3	-6	5	1
> C[C@](N)(CCP(=O)(O)O)C(=O)O
  -5	3	3	0	0.4	13	-1	3	-5	-6
> CC(C)NC(=O)Cn1cc(C(=O)c2ccccc2F)c2ccccc21
  4	5	3	3	1.1	0	1	4	-4	1

Of the compounds above, two contain an aryl thioether with sulfur outside any ring:
Sequence of screens – SIAE inh	NR1D1 modulator	rCAG RNA binder	PRMT1 FP inh	PG9 binder	mABHD4 FP	LEDGF integ inh	TCR CD3 inh	TDP2 absorb	HTRA1 inhibitor
> CCCCCCCSc1cc(OC)c(CCN(C)C)cc1OC
  7	-3	-3	-3	-1.4	32*	0	9	-8	21
> CC(=O)Nc1cc(C(=O)N2CCC3(CC2)OCCO3)ccc1Sc1ccc(F)cc1
  -5	0	-7	-2	0.1	0	0	2	-8	5

The list goes on:
Sequence of screens – SIAE inh	NR1D1 modulator	rCAG RNA binder	PRMT1 FP inh	PG9 binder	mABHD4 FP	LEDGF integ inh	TCR CD3 inh	TDP2 absorb	HTRA1 inhibitor
> O=C(NCc1ccccc1)c1cccn(Cc2cccc(Cl)c2)c1=O
  -3	5	0	3	-2.0	-7	-2	3	-2	-26
> O=C(c1cc2cc(Br)ccc2[nH]1)N1CCC2(CC1)OCCO2
  -19	-1	0	5	-1.8	0	-5	-2	-6	-11
> Cc1cccc(C)c1NC(=O)CN(C)CC(=O)Nc1ccc(C#N)c(Cl)c1
  0	4	0	-4	0.8	-1	0	3	2	-2
> CCOc1ccc2nc(N=Nc3c(O)[nH]c(=S)[nH]c3=O)sc2c1
  -6	25*	30	0	-5.1	19	0	7	17	8
> c1ccc(Nc2ccc3ccccc3c2)cc1
  11	6	2	5	-2.3	7	-3	2	3	12
> O=C1NC(=O)N(Cc2cccs2)C(=O)/C1=C/c1ccc(N2CCOCC2)cc1
  -87	4	11	16	1.1	5	-3	-45	-5	-6
> CCCNc1oc(-c2cccc3ccccc23)nc1C#N
  5	7	6	-2	1.0	7	-5	-1	-2	-12
> CN1CCN(/N=C/c2c[nH]c3ccccc23)CC1
  8	-2	6	-2	-2.2	3	3	-5	-11	6
> COC(=O)N(c1ccccc1)P(=O)(Oc1ccccc1)Oc1ccccc1
  2	-3	-2	2	0.7	-4	2	5	6	-4
> O=C(C(=O)N1CCOCC1)c1cn(Cc2c(F)cccc2Cl)c2ccccc12
  4	8	1	-1	0.6	2	2	-2	22	5
> c1cncc(CNC2=NCCC2)c1
  2	-3	2	-2	-1.0	-2	3	0	4	14
> O=C(NCC1=C(c2ccc3ccccc3c2)C[C@@H]2CC[C@H]1N2Cc1ccco1)c1cccs1
  -7	-1	4	-1	0.0	3	-15	3	-8	-18
> CCN(CC)P(=O)(/C=C(\Cl)c1ccccc1)/C=C(\Cl)c1ccccc1
  -6	-3	2	-2	-1.7	-2	4	5	-4	-1
> C(#CCN1CCOCC1)COCC#Cc1ccccc1
  0	4	1	-1	-2.1	-1	0	7	8	3
> O=C1c2ccccc2-n2nnc(-c3ccccc3)c2C2c3cc(Br)ccc3CCN12 (stereo not given)
  1	-11	3	-1	-1.5	3	0	-2	1	·
> NC(C(=O)O)c1cc(=O)[nH]o1 (stereo not given)
  2	-8	1	-3	-1.7	-10	3	2	9	0
> COc1cccc(-n2c(/C=C/c3ccc(O)c(O)c3)nc3ccccc3c2=O)c1
  -3	-4	19	2	1.2	21	-2	14	0	58*
> CCN(CC)CCC(=O)O[C@H]1CC[C@]2(C)C3CC[C@@]4(C)C(CC[C@]4(C)O)C3CC[C@H]2C1 (stereo not given in full)
  4	4	-2	3	4.1	3	-4	-2	-1	-5
> O=C(O)C1C2CCC(O2)C1C(=O)Nc1cccc(Br)c1 (stereo not given)
  -1	2	-1	2	0.5	-2	-1	2	2	6
> Cc1ccc(NC2=NCCCS2)cc1Cl
  10	-4	1	-1	1.2	1	-2	4	5	1
> CC1(C)C(=O)CCC2C1=CCC1C2CCC2(C)C(O)CCC12 (stereo not given)
  -2	8	0	0	0.9	-7	0	-3	-4	-5
> C[C@H]1CCC[C@@H](O)CCC/C=C/c2cc(O)cc(O)c2C(=O)O1
  -1	-3	-4	-6	-1.1	-9	-2	0	-3	-4
> CCOP(=O)(Cc1ccccc1)OCC
  4	-6	1	0	0.8	2	-1	6	9	1
> CN(C)c1ccc(C=C2C(=O)NC(=O)NC2=O)cc1[N+](=O)[O-]
  15	4	0	8	-0.7	3	2	8	-5	7
> O=C(Nc1ccncc1)c1cccn(Cc2ccccc2)c1=O
  4	-1	-5	-2	-2.1	-3	7	6	-1	0
> O=C(CN1CCCCC1)c1cccc(Br)c1
  1	7	1	3	-2.2	-7	3	-3	-11	-3
> CC(=NCCCO)c1c(O)n(Cc2ccccc2)c(=O)[nH]c1=O
  4	2	-1	-1	0.5	1	0	8	10	1
> CN1[C@H]2CC[C@@H]1C(C(=O)N1CCOCC1)=C(O)C2
  -5	3	6	-2	1.0	1	1	2	-9	3
> COC[C@H]1OC(=O)c2coc3c2[C@@]1(C)C1=C(C3=O)[C@@H]2CCC(=O)[C@@]2(C)C[C@H]1OC(C)=O
  13	9	2	20	-0.8	15	6	19	5	22
> C#CCOCOCC#CCN(CC)CC
  -1	-2	-1	0	-2.5	-3	-2	5	1	2
> N#CCCn1cc(C(=O)Nc2ccc(F)cc2)c(-c2ccc([N+](=O)[O-])cc2)n1
  -2	4	1	2	-2.2	-1	-2	-5	-2	2
> CC(=O)OC1(c2ccccc2)CCN(C2CCCCC2)CC1C (stereo not given)
  5	-4	-1	-5	-0.3	1	6	0	4	-8
> O=C(Nc1ccccc1)N1CC2CC(C1)c1cccc(=O)n1C2 (stereo not given)
  4	5	-2	-3	1.0	-3	3	4	9	7
> Cc1cccc(N=C2c3cc([N+](=O)[O-])ccc3-c3c2cc([N+](=O)[O-])cc3[N+](=O)[O-])c1
  8	1	4	-1	0.6	4	4	0	6	26
> CCC(=Nc1ccc2c(c1)CCC2)c1c(O)n(C2CCCCC2)c(=O)[nH]c1=O
  -4	-4	2	1	-0.2	4	-3	-5	2	-3
> CN1CCC(N(C)c2nc(-c3ccc([N+](=O)[O-])cc3)nc3ccccc23)CC1
  -1	3	8	0	-1.9	10	3	3	-7	-1
> c1ccc(CCNCc2ccccc2)cc1
  -3	-6&2	0	-1	2.4	-6	1	-5	0	0
> Cc1cc(C)n2nc(SCC(=O)N3CCC4(CC3)OCCO4)nc2n1
  3	1	0	0	-5.2	-4	2	1	-10	1

This is a subset (hit frequency here may not be typical).
